Anesthetic bind: candidate novel general anesthetic via apoferritin binding. P02791. apoferritin/1-aminoanthracene competitive binding, fluorescence. Potency, µM (doses to about 77.5 µM), for inactives: top-dose activity change, negative = displacement, hits mostly inhibitors. 0.074% of 350,000 active. AID 485281; further: potency means the concentration at half of the fitted maximal effect; on the % scale 0 is the no-effect control and ±100 the full control effect; nearly all actives have a fitted effect of over 20% in size
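Probe: 1-aminoanthracene (50% saturated, PBS). Protein: horse-spleen apoferritin, 10 uM. Incubation: 10 min, room temperature. Detection: 380 nm excitation, 535 nm emission. Analysis: normalized response, four-parameter Hill.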
BLM inh: Bloom syndrome helicase (human) inhibition; P54132; recombinant BLM DNA unwinding, fluorescence dequenching; Potency, µM (doses to about 56.1 µM), inactives show top-dose activity change, negative = inhibition, hits mostly inhibitors; 0.2% of 350,000 active;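 further: potency means the concentration at half of the fitted maximal effect; plate controls were vehicle for no effect and no enzyme for full effect; nearly all actives have a fitted effect of over 35% in size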
Pol eta inh: inhibitors of human DNA polymerase eta. AID 588591. Potency, µM (series often up to 114 µM), for inactives: at the top dose activity change, negative = inhibition, hits mostly inhibitors. recombinant Pol eta, fluorescent DNA replication assay. 1.2% of 390,000 active. Q9Y253; further: potency means the concentration at half of the fitted maximal effect; on the % scale 0 is the no-effect control and ±100 the full control effect
Target sequence (Q9Y253 whole entry, looked up): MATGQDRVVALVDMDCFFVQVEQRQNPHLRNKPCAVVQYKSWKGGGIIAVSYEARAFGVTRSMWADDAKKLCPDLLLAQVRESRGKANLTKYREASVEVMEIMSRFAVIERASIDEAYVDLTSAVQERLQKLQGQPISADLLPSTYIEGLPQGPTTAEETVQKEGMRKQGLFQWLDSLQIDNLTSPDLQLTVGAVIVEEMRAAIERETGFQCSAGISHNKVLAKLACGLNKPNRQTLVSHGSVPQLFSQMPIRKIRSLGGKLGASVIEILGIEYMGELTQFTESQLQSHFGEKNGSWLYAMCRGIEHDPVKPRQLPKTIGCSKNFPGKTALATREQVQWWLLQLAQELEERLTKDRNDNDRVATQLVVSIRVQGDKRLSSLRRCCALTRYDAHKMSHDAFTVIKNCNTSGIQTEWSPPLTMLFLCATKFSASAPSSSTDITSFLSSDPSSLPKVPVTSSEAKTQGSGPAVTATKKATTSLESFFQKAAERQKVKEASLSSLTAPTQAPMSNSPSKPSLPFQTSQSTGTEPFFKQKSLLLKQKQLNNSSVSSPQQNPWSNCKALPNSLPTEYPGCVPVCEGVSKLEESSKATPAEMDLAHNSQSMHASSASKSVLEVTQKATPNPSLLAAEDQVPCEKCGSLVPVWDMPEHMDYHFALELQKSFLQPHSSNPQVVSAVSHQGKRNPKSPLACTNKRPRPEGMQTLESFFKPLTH
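Pol eta (10 nM) was preincubated with compounds for 15 min at room temperature, after which fluorescent replication substrate (50 nM final) was added to start the reaction. Fluorescence was read kinetically at 0 and 10 min.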
Pol iota inh: DNA polymerase iota (human) inhibition. Q9UNA4. Pol iota fluorescent replication assay, 10 min. Potency, µM (top dose mostly 115 µM), for inactives: top-dose activity, negative = inhibition, actives largely listed as inhibitors. 1% of 390,000 active; further: potency means the concentration at half of the fitted maximal effect
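Fluorescent replication assay read twice, at 0 min and 10 min after adding 50 nM (final) substrate. Enzyme (10 nM) and compounds were first incubated 15 min at room temperature; enzyme-free buffer wells were negative controls.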
APEX1 inh: inhibitors of human APE1 endonuclease; Potency, µM (series often up to 65.8 µM), for inactives: top-dose activity change, negative = inhibition, most hits filed as inhibitors; recombinant APE1, TAMRA/BHQ-2 abasic DNA cleavage fluorescence; P27695; 0.35% of 350,000 active;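 further: potency means the concentration at half of the fitted maximal effect; plate controls were vehicle for no effect and reference inhibitor for full effect; nearly all actives have a fitted effect of over 55% in size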
Target sequence (P27695 whole entry, looked up): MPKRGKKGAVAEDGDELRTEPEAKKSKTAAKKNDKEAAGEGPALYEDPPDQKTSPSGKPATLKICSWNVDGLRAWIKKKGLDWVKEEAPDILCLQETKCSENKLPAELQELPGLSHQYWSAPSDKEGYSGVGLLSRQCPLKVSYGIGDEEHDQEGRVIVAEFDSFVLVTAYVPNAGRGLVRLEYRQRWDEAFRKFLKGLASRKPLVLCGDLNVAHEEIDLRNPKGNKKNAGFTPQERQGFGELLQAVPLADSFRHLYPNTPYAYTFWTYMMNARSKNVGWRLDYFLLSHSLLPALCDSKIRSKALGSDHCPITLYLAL
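Incision of a quenched TAMRA/BHQ-2 THF abasic-site duplex (50 nM) by 0.75 nM APE1, after 15 min compound preincubation, measured as fluorescence increase over three 60 s reads. Values normalized to buffer, DMSO and NSC13755 control wells.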
Pol beta inh: DNA polymerase beta (human) inhibition | Pol beta primer extension/strand displacement, fluorescence kinetic | 1.3% of 340,000 active | Potency, µM (series often up to 114 µM), for inactives: at the highest dose activity change, negative = inhibition, actives largely listed as inhibitors | P06746; further: potency means the concentration at half of the fitted maximal effect; on the % scale 0 is the no-effect control and ±100 the full control effect
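Enzyme-only controls used 10 nM Pol beta; buffer lacking enzyme served as negative control. Compound preincubated 15 min, then 50 nM substrate added; 0 and 10 min reads at room temperature.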
GRP78 ERSR act: inducers of ER stress response in human glioma cells; 0.02% of 420,000 active; Potency, µM, inactives show at the top dose activation, hits mostly activators; U87-MG GRP78 promoter luciferase reporter, 16 h; further: potency means the concentration at half of the fitted maximal effect; series mostly up to about 76 µM; % of control where 0% means no effect; nearly all actives have a fitted effect of over 35% in size
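Stably transfected U87-MG glioma cells carrying a GRP78-based luciferase sensor; 16 h compound incubation. Luminescence end-point read 10 min after Bright-Glo addition at room temperature.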
POLK inh: DNA polymerase kappa (human) inhibition. Q9UBT6. 0.53% of 400,000 active. purified Pol kappa, fluorescent DNA synthesis assay, 10 min. Potency, µM (doses to about 107 µM), for inactives: at the top dose activity, negative = inhibition, most hits filed as inhibitors. AID 588579; further: potency means the concentration at half of the fitted maximal effect; on the % scale 0 is the no-effect control and ±100 the full control effect
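50 nM final substrate added after 15 min RT preincubation of 10 nM Pol kappa with compound; fluorescence read at 0 and 10 min.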
LDHA inh: inhibitors of human lactate dehydrogenase A; P00338; purified LDHA, NADH/diaphorase-resazurin fluorescence; stronger effect = lower value; activity change, % (values are at about 110 or 230 µM); 0.15% of 480,000 active; AID 1347041; in the data active means activity change below about -30%; inconclusive means mostly about -25% to -30%;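 further: plate controls were DMSO wells for no effect and wells without enzyme for full effect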
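Remaining NADH was detected by diaphorase (0.133 mg/mL) converting 37 µM resazurin to fluorescent resorufin, read at 0 and 20 minutes. The preceding 5-minute room-temperature reaction used 2 nM LDHA, 0.2 mM sodium pyruvate and 0.06 mM NADH at pH 7.4.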
The depositor's hits bear a star; ? = inconclusive; nt = no result given; & = joins results of further samples; [ ] = dose if it differs, or a comment. Unless noted, the call rests on the fitted dose curve; in most records, active means well fitted curve in the direction sought with a large enough effect; inconclusive means small, poorly fitted or top-dose-only effect, or another doubt; inactive means no such curve, though single readings can be large; an effect the other way counts as inactive or inconclusive. A portion of the library, so the mix of outcomes need not match the whole.

Order of values: LDHA inh	Pol beta inh	APEX1 inh	BLM inh	Pol eta inh	Pol iota inh	POLK inh	GRP78 ERSR act	Anesthetic bind
CN1CCN(S(=O)(=O)c2ccc(NC(=S)NC(=O)C3CC3)cc2)CC1
    -1	28%	-1%	1%	-10%	-2%	2%	-3%	-10%
CCC(C)c1c(O)nc(SCC(=O)N2CCCCC2)[nH]c1=O (stereo unspecified)
    -1	12%	-1%	-7%	-9%	-14%	16%	-4%	4%
COC(=O)c1cc(CSc2nc3ccccc3c(=O)n2C)oc1C
    -5	-12%	35%[activator]	-7%	-13%	37%[activator]	-12%	?	-4%
COc1cccc(C(=O)NCCSc2ccc(F)cc2)c1
    -2	12%	-4%	0%	-21%	63%[activator]	1%	15%	-7%
Cn1nnnc1SCC(=O)N1c2ccccc2CCc2ccccc21
    -5	?	-2%	-4%	-9%	-5%	-8%	0%	-6%
CCCn1c(SCC(=O)c2cc(OC)ccc2OC)nnc1-c1ccco1
    2	-15%	15%	-6%	4%	18%	-1%	-3%	-21%
COc1ccccc1C(C#N)N1N=C(C)CC1(C)C (stereo unspecified)
    -10	5%	9%	-6%	-17%	48%[activator]	-3%	-2%	-4%
Cc1cc(C)c2oc(=O)cc(CN3CCN(Cc4ccc5c(c4)OCO5)CC3)c2c1
    -2	11%	-2%	1%	-10%	4%	-15%	-4%	-16%
O=C(Nc1nccs1)C1CC2CCC1C2 (stereo unspecified)
    -7	35%	5%	-5%	-7%	4%	1%	3%	?
CCOC(=O)CSc1nnc(CNC(=O)c2cccs2)n1-c1ccccc1
    -2	-11%	13%	-3%	-4%	12%	-13%	-2%	-11%
O=c1[nH]c2cc(S(=O)(=O)CCO)ccc2o1
    -3	?	-4%	-2%	?	?	?	-3%	-10%
O=C(Nc1cccc2c1CCCC2)c1ccc(Cl)c([N+](=O)[O-])c1
    -10	26%	0%	-9%	-11%	164%[activator]	-10%	9%	-13%
O=S(=O)(NC(=NCc1ccccc1)c1ccc(F)cc1)c1ccc(Cl)cc1
    -7	-8%	-3%	-2%	-7%	28%	1%	-4%	-21%
CC(C)CN(C(=O)COC(=O)c1ccc2c(c1)OCO2)c1c(N)n(Cc2ccccc2)c(=O)[nH]c1=O
    -9	nt	14%	nt	-3%	0%	-2%	-5%	nt
COc1cc(OC)c(NC(=O)CN2CCCN(Cc3ccccc3C)S2(=O)=O)cc1Cl
    -4	78%	nt	-3%	-18%	-1%	1%[60.1 µM]	-3%	3%
CCc1nnc(NC(=O)CSc2nc(-c3ccccc3)c(-c3ccccc3)o2)s1
    -5	-16%	2%	2%	-9%	2%	-5%	-2%	-1%
Cc1ccc2c(CN3CCN(Cc4ccc5c(c4)OCO5)CC3)cc(=O)oc2c1C
    -6	27%	3%	-2%	5%	9%	-8%[60.1 µM]	-3%	-2%
O=C(CN1CCOCC1)Nc1cc([N+](=O)[O-])ccc1Cl
    -9	12%	2%	1%	-22%	83%[activator]	-1%	-6%	-5%
CC(C)C(C(=O)N1CCOCC1)N1C(=O)c2ccccc2C1=O (stereo unspecified)
    -7	-2%	-2%	-1%	6%	25%	3%	-1%	-1%
COCCC(=O)N1CCc2ccc(NC(=O)c3ccc(C(F)(F)F)cc3)cc2C1
    -5	20%	17%	-3%	-7%	-5%	0%	-1%	-3%
COc1cc(NC(=O)C(NC(=O)C2CCC(C)CC2)C(C)C)cc(OC)c1OC (stereo unspecified)
    9	0%	nt	1%	-21%	17%	4%	3%	-13%
COc1ccc(-n2nc(C(=O)Nc3ccc(C)cn3)c3c4ccccc4n(C)c3c2=O)cc1Cl
    -2	28%	nt	-12%	4%	4%	-4%	-1%	1%
CCCCNC(=O)c1sc2ncccc2c1-n1cccc1
    2	-18%	nt	0%	-7%	23%	-4%[60.1 µM]	0%	-6%
Cc1ccc(-c2nnn(CC(=O)N(CC(=O)NC3CCCCC3)c3ccccc3F)n2)o1
    -7	6%	-4%	-4%	-17%	131%[activator]	-8%	2%	-3%
Cc1cccc(NC(=S)N=Nc2c(O)[nH]c3ccccc23)c1
    -5	-7%	0%	4%	?	-6%	-29%	-2%	?
Fc1cc(F)c2ncc3c(-c4ccccc4)nn(-c4cccc(Cl)c4)c3c2c1
    -4	29%	nt	-6%	-3%	-4%	-16%	-3%	-13%
CC(C)(C)OC(=O)NNC(=O)NC12CC3CC(CC(C3)C1)C2
    2	11%	1%	1%	-8%	-37%	-5%	-6%	?
CCOc1ccc2ncc(C(=O)c3ccc(OC)cc3)c(N3CCN(CC)CC3)c2c1
    1	?	0%	2%	0%	?	-17%	-1%	-9%
Cc1cc(C)c(S(=O)(=O)NCCS(=O)(=O)N2CCN(c3ccccc3)CC2)c(C)c1
    2	-23%	nt	-5%	-17%	-17%	-5%[60.1 µM]	-3%	60%[activator]
CCc1ccc(-c2nc(SCC(=O)NC3CC3)n[nH]2)cc1
    -6	nt	17%	nt	-17%	41%[activator]	-5%	-3%	nt
CCCCc1oc2c(c(=O)c1C)C(=O)CC(c1ccccc1)C2 (stereo unspecified)
    -3	-5%	20%	-6%	-2%	18%	-12%	1%	-19%
S=C(NCCc1ccccc1)N/N=C/c1ccccc1Cl
    -8	25%	0%	-5%	-11%	2%	-7%	7%	-12%
CC(C)(C)S(=O)(=O)c1cnc2c(-c3ccsc3)cnn2c1N
    -3	4%	4%	-1%	-19%	73%[activator]	2%	0%	0%
Cc1nc2ccc(NC(=O)CCS(=O)(=O)c3ccc(Cl)cc3)cc2s1
    6	18%	12%	3%	-8%	-1%	-15%	0%	-19%
COC(=O)c1ccc(NC(=O)Nc2cccc(F)c2)cc1
    -7	93%	-6%	-6%	-17%	6%	1%	-2%	-7%
N#Cc1cccc(NC(=O)CSc2ccccc2)c1
    -4	1%	0%	-4%	-3%	-4%	-9%	3%	-21%
C=CCC(C(=O)OC)(C(=O)OC)c1ccc([N+](=O)[O-])cc1[N+](=O)[O-]
    0	41%[activator]	1%	-8%	-24%	90%[activator]	-1%	0%	-10%
CC1=C(C(=O)OCC2CCCCC2)C(c2ccc(F)cc2)NC(=O)N1 (stereo unspecified)
    0	-4%	8%	-5%	-16%	18%	-8%	-4%	?
CCC1(C)Cc2c(sc3nnn(CC(=O)Nc4ccc(Cl)cc4)c(=O)c23)CO1 (stereo unspecified)
    -2	2%	-7%	-8%	-4%	-6%	-6%	-7%	?
O=C(CSc1nnnn1-c1ccccc1)Nc1ncc(Cc2ccccc2Cl)s1
    -16	18%	2%	-2%	-20%	61%[activator]	-7%	-6%	4%

3 of the entries above in order of the Pol iota inh value, low to high:
SMILES	Pol iota inh
CCc1nnc(NC(=O)CSc2nc(-c3ccccc3)c(-c3ccccc3)o2)s1	2%
O=C(Nc1nccs1)C1CC2CCC1C2 (stereo unspecified)	4%
CCCCc1oc2c(c(=O)c1C)C(=O)CC(c1ccccc1)C2 (stereo unspecified)	18%

More structures follow:
Order of values: LDHA inh	Pol beta inh	APEX1 inh	BLM inh	Pol eta inh	Pol iota inh	POLK inh	GRP78 ERSR act	Anesthetic bind
CCN(CC)CCCNC(=O)C1CCN(C(=O)c2cc3sccc3n2Cc2ccc(F)cc2)CC1
    4	3%	9%	-6%	-11%	22%	-3%	-1%	-18%
CN(Cc1ccccc1F)C(=O)CN1CCN(S(=O)(=O)c2ccc3c(c2)OCCCO3)CC1
    0	nt	52%[activator]	nt	2%	-26%	-12%	-4%	nt
CCCCCNc1c(C(=O)OCC)c(=O)[nH]c2ccccc12
    -1	9%	6%	0%	-10%	15%	-17%	-8%	-10%
COc1ccc(Cl)c(N2CCN(CCCNC(=O)Nc3ccc(C)cc3)CC2)c1
    -1	-4%	-1%	0%	-22%	-16%	-11%	-4%	-2%
COc1ccc(NC(=O)c2ccc3nccnc3c2)cc1
    -2	3%	3%	3%	-6%	-3%	-5%	-7%	9%
COc1cc2cc(C(c3nnnn3C3CCCC3)N(C)C3CCCCC3)c(=O)[nH]c2cc1OC (stereo unspecified)
    0	-16%	-6%	4%	-7%	21%	-11%	-5%	0%
CCOC(=O)c1cnc2c(C)cc(Cl)cc2c1NCCc1ccc(OC)c(OC)c1
    -11	44%[activator]	nt	-11%	-20%	-5%	-6%	-2%	3%
c1ccc(C(c2ccccc2)N2CCN(Cc3nnnn3C3CCCCC3)CC2)cc1
    5	-23%	0%	-9%	-5%	7%	-15%	0%	7%
Cc1cc(NC(=O)CSCC(=O)Nc2ccc(Cl)c(C(F)(F)F)c2)no1
    -3	nt	8%	nt	-7%	-11%	3%	-2%	nt
COC(=O)[C@@H]1CCCN1C(=O)CCc1nnc(C2CCCCC2)o1
    -4	26%	15%	1%	-4%	4%	1%	-1%	-7%
CSc1ccc(CNC(C)(C)CO)cc1
    -2	3%	1%	-5%	-6%	16%	-15%	-2%	-3%
O=C(O)CCSc1nnc(COc2cccc3cccnc23)n1-c1ccccc1
    -5	55%	10%	-6%	-16%	39%[activator]	-3%	-4%	-5%
CCCC(C(=O)NC(C)(C)C)N(CC1CCCO1)C(=O)c1snc(C(N)=O)c1N (stereo unspecified)
    -7	9%	-4%	-2%	-15%	44%[activator]	-8%	-3%	4%
O=C1C2C3CCC(C3)C2C(=O)N1c1ccc2ccccc2c1 (stereo unspecified)
    2	0%	30%	-11%	-2%	23%	7%	0%	?
CCN1C2=C(C(=O)CCC2)C(c2ccc(O)cc2)C2=C1CCCC2=O
    13	-14%	5%	-7%	-10%	20%	-2%	-5%	-4%
CCOC(=O)C(Sc1cc(C)nc(N)n1)C(C)=O (stereo unspecified)
    5	25%	11%	-1%	-9%	?	2%	0%	47%[activator]
O=C1c2ccccc2C(=O)N1CCSC(=S)N1CCOCC1
    -8	13%	-1%	2%	-6%	33%[activator]	0%	3%	-5%
CNC(=O)[C@@H]1C[C@H]1[C@@H](NC(=O)OCc1ccccc1)c1ccccc1
    -2	0%	-1%&1%	-1%&-2%	0%	11%	3%	-1%	4%&-4%
